dFosB act: activators of mouse delta FosB homodimer. P13346. purified delta FosB, TAMRA-CDK5 oligo fluorescence polarization; percent of positive-control signal above neutral wells. activation, % at 25 µM. 0.99% of 340,000 active;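 active = mean activation above about 17%, with every replicate also reaching it, limit read from the data, passing the limit was not always enough; inconclusive = only one of the two conditions met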;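 note: fluorescence polarization rise as delta FosB binds a TAMRA Cdk5 AP-1 oligo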
NSD2 HMT inh: inhibitors of human histone methyltransferase NSD2; O96028; NSD2 peptide methylation, AlphaScreen, 120 min; inhibition, % at 12.5 µM; 0.54% of 310,000 active; in the data active = inhibition above about 50%
SUMO Mot1 rescue: inhibitors of SUMOylation pathway: yeast Mot1-301 growth rescue. 1% of 320,000 active. AID 2716. growth rescue, % at 18.8 µM. S. cerevisiae Mot1-301 growth rescue, ATP luminescence, 38.5C; percent above DMSO median, 100 means doubled;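 active = every valid replicate shows activation above 250% relative to neutral control wells; inactive = the rest, any valid replicate at or below 250%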;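 note: OY570 slx delta 5 strain wells were the positive control but not used for scaling; some compounds called inactive have numbers as strong as hits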
Arrestin-AP2 inh: inhibitors of human beta-arrestin and AP2 interaction; FITC-arrestin peptide / GST-AP2 beads, flow cytometry; AP2 beta2 appendage carries R879A mutation; inhibition, % at 10 µM; 0.31% of 340,000 active; AID 504490;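 active = inhibition above a set limit, near 3 SD of compounds lacking own fluorescence, cut at about 54% in these data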;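 note: plate controls were DMSO wells for no effect and 5 µM unlabelled arrestin peptide for full effect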
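test system = AP2 appendage R879A on GSH beads | buffer or medium = PBS plus Tween 20 (0.05%) and BSA (0.1%) | incubation = 12 min plus 1 h, RT | detection = bead flow cytometry, FITC channel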
CDK5 p35 inh: inhibitors of human CDK5/p35 kinase; Recombinant CDK5/p35, ADP-Glo luminescence, 60 min; inhibition, % at 10 µM; 0.01% of 330,000 active; AID 488839;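 active = highest replicate inhibition of at least 50% and at least 75% of replicates reaching 50%; inconclusive = only one of the two criteria met; inactive = both criteria failed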;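 note: plate controls were DMSO neutral control for no effect and GW8510 at 10 µM for full effect; many of its hits are not listed in these tables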
Target sequence (Q00535 whole entry, looked up): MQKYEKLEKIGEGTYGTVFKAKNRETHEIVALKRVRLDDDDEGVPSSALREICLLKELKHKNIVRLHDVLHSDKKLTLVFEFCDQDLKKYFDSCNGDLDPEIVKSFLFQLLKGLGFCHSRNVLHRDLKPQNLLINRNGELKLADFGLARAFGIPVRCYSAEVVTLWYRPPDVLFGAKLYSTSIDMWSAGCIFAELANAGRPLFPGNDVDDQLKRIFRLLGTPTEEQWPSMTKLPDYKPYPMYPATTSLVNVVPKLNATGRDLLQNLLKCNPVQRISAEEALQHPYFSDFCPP
Target sequence (Q15078 whole entry, looked up): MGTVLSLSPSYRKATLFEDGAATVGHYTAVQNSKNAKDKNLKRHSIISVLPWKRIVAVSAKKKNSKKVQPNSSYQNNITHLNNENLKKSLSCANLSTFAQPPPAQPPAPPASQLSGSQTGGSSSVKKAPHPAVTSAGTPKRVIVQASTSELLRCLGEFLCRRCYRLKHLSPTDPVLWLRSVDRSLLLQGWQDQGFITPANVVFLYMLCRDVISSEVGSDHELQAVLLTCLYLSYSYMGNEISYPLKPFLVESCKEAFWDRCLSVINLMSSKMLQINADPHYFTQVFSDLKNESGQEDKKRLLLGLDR
MITF act: increases MITF-driven TRPM1 promoter luciferase signal. activation, % at 12.5 µM. 0.75% of 300,000 active. AID 588334. SK-MEL-5 TRPM1-promoter luciferase, 24 h; % of positive control, neutral wells = 0;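 active = mean activation of at least 80% with every replicate also reaching 80%; inconclusive = mean reaches 80% but some replicate falls short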;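 note: 0% = neutral control wells and 100% = parthenolide positive control wells; values of inactives mirror those of a sister screen read the other way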
DSG3 Ab inh: inhibitors of pemphigus antibody binding to human desmoglein-3 | P32926 | DSG3-coupled beads, scFv-anti-DSG3-GFP binding, flow cytometry; active compounds read low | binding (percent of control), % at 10 µM | 0.48% of 310,000 active | AID 588358;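 active = binding more than 3 SD below its plate's average and above zero; inconclusive = below that plate limit but binding exactly zero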;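 note: hits lower antibody fragment binding to DSG3; some compounds called inactive have numbers as strong as hits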
SR-BI DiI inh: mouse SR-BI HDL lipid transfer inhibition. ldlA[mSR-BI] CHO cells, DiI-HDL uptake fluorescence, 3 h. Q61009. 0.96% of 320,000 active. inhibition, % at 12.5 µM;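 active = mean replicate inhibition of at least 70% and a set share of replicates each scoring 70 or more; inconclusive = meets just one of the two criteria; inactive = fails both criteria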;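 note: 0% = median of neutral control wells and 100% = median of positive control wells; values of inactives mirror those of a sister screen read the other way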
PKA-R1A activ: activators of PKA-R1A complex | P00514+P68181 | AID 504707 | 0.083% of 340,000 active | activation, % at 11.4 µM | PKA-R1A dissociation, Cy5-IP20 fluorescence polarization; scaled: DMSO 0%, 113 µM cGMP 100%;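 active = percent activation above the mean of all tested compounds plus 3 SD, cut at about 19% in these data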;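 note: higher means more PKAc released from R1A so a rise in polarization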
SR-BI uptake up: enhances SR-BI lipid uptake from DiI-HDL | CHO ldlA[mSR-BI] cells, DiI-HDL uptake fluorescence, 3 h; 100 = double the neutral-control signal | 0.096% of 320,000 active | AID 504775 | activation, % at 12.5 µM;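 active = mean replicate activation of at least 60% and every replicate at or above 60%; inconclusive = mean or all-replicate condition met, but not both; inactive = mean below 60% and not all replicates reaching 60%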;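 note: 0% = median plate neutral-control signal and 100% = twice that signal; values of inactives mirror those of a sister screen read the other way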
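Test system: SR-BI-overexpressing, LDLR-lacking CHO cells; Medium: Ham's F12 with 0.5% BSA, HEPES 25 mM, pH 7.4; Schedule: 3 h, 37 °C; Technique: bottom-read fluorescence, 550/595 nm.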
PKA-R2B act: activators of human PKA-R2B complex; activation, % at 11.4 µM; PKA-R2B holoenzyme dissociation, Cy5-IP20 fluorescence polarization; R2B truncated from residue 108, S112A mutant; 0% DMSO only, 100% 113 µM cGMP; 0.079% of 340,000 active; AID 504700;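 active = activation above a cutoff set at the mean over all compounds plus 3 SD, cut at about 18% in these data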;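 note: higher means more holoenzyme dissociation and a rise in polarization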
Target sequence (P31323 whole entry, looked up, other chains not shown, the tested form may be a part): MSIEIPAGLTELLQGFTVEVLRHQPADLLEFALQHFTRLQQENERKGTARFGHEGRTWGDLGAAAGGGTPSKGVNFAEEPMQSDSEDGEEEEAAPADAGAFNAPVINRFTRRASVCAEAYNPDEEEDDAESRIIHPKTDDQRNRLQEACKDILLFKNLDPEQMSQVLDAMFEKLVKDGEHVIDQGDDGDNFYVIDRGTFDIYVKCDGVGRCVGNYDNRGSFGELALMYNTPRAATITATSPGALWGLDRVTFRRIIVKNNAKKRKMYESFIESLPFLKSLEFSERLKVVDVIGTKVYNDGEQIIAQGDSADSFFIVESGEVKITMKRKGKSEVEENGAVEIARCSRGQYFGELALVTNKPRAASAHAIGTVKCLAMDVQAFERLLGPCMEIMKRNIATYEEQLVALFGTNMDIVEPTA
Starred values were filed as active, the others as inactive; ? = inconclusive; . = no result given.

Below each compound: dFosB act | DSG3 Ab inh | Arrestin-AP2 inh | CDK5 p35 inh | SR-BI uptake up | MITF act | SR-BI DiI inh | SUMO Mot1 rescue | PKA-R2B act | PKA-R1A activ | NSD2 HMT inh
> O=C(O)C1C2CCC(O2)C1C(=O)Nc1cccc(Br)c1 (centres undefined)
  -8.1 | 93.9 | 10.9 | -0.1 | 10.9 | -4.1 | -10.9 | -17.7 | 7.0 | 1.6 | -1.7
> COc1ccc(CCn2c(O)c(C=NCc3ccc4c(c3)OCO4)c(=O)[nH]c2=O)cc1OC
  -7.4 | 99.5 | 3.1 | 1.3 | -25.9 | . | 25.9 | -1.5 | -2.6 | -16.8 | -0.1
> Clc1ccc(C[n+]2c(-c3ccccc3)cc(-c3ccccc3)cc2-c2ccccc2)cc1
  7.3 | 104.7 | 10.4 | 1.3 | 8.0 | -90.8 | -8.0 | -32.9 | -2.1 | -6.4 | .
> COc1cccc(-n2c(CN3CCOCC3)nc3ccc([N+](=O)[O-])cc3c2=O)c1
  0.3 | 102.8 | 11.9 | -0.2 | 11.5 | -13.4 | -11.6 | 14.5 | 0.6 | -8.4 | 17.7
> Cc1cccn2c(=O)c3c(nc12)N1CCC(Cc2ccccc2)CC1C1(C3)C(=O)N(C)C(=O)N(C)C1=O (centres undefined)
  -3.4 | 102.2 | 1.5 | -0.1 | -2.6 | . | 2.6 | 5.7 | 11.1 | -12.2 | 1.9
> O=C(C(=O)N1CCOCC1)c1cn(Cc2c(F)cccc2Cl)c2ccccc12
  -3.1 | . | 18.6 | 0.7 | . | -5.3 | . | . | 2.4 | 0.5 | 1.0
> CC(=NCCN1CCCCC1)c1c(O)n(-c2ccc(Cl)cc2)c(=O)[nH]c1=O
  -13.0 | 99.6 | 8.6 | -0.2 | 27.3 | 10.5 | -27.3 | -2.7 | -2.5 | 9.1 | 1.0
> CCOC(=O)C1=C(C)c2ccccc2OC1(C(=O)OCC)c1ccccc1 (centres undefined)
  -11.3 | 103.7 | 18.1 | 4.3 | 12.7 | 0.1 | -12.7 | . | -0.6 | -5.0 | .
> CC1=C(C(=O)O)N2C(=O)C(NC(=O)Cc3ccccc3)C2SC1 (centres undefined)
  4.8 | 99.4 | -3.1 | 1.0 | ? | 2.7 | -146.1 | -12.5 | -6.1 | -11.6 | -5.3
> CCN(CC)CCN=C(C)c1c(O)n(-c2ccccc2OC)c(=O)[nH]c1=O
  -2.0 | 105.8 | 24.5 | -2.1 | 1.6 | 0.7 | -1.6 | . | -3.5 | 12.5 | 7.0
> Cc1cc(C(=O)N2CCC3(CC2)OCCO3)cs1
  1.2 | . | 10.0 | -1.2 | 6.0 | -3.5 | -6.0 | 70.4 | 9.0 | 6.4 | 3.8
> CCN1CCC2(CC1)NC(=O)c1ccccc1O2
  -1.5 | 102.9 | 3.1 | -1.0 | 16.2 | -9.7 | -16.2 | 1.8 | 2.0 | -0.6 | 5.4
> Cc1cc(OCC(=O)NCc2ccncc2)c2c3c(c(=O)oc2c1)CCC3
  -12.7 | 94.6 | 16.1 | -0.7 | 14.1 | 10.1 | -14.1 | -11.3 | -6.8 | -8.1 | -5.6
> CN1CCN(c2nc(N(C)C)oc(=O)c2C#N)CC1
  -0.5 | 98.8 | -5.6 | -0.5 | -5.5 | -2.0 | 5.5 | . | -2.2 | -0.8 | -2.2
> ON1C2CCCCC2N(O)C1c1ccccc1F (centres undefined)
  0.0 | 102.2 | 13.8 | 0.7 | 47.9 | -9.8 | -47.9 | -4.1 | 7.6 | 0.6 | -0.5
> Cc1ccccc1-c1nc(CS(=O)CC(=O)N2CCC3(CC2)OCCO3)c(C)o1 (centres undefined)
  -7.0 | . | 1.3 | 0.3 | 2.1 | . | -2.1 | -9.7 | -3.4 | -5.0 | -0.3
> COC1=CCC2([N+](=O)[O-])CN(C)CC1([N+](=O)[O-])C2 (centres undefined)
  -2.7 | 102.0 | -2.4 | 1.2 | 19.0 | 12.5 | -19.0 | -3.9 | -4.6 | -3.2 | -0.7
> c1ccc2c(CN3CCCCC3)c[nH]c2c1
  4.0 | 114.9 | 43.7 | -0.4 | 6.2 | -5.9 | -6.2 | -21.9 | 2.1 | 1.7 | -3.3
> COc1ccc(N=C(C)c2c(O)n(C)c(=O)n(C)c2=O)c(OC)c1
  4.6 | 109.9 | -4.5 | 1.1 | -33.8 | 3.1 | 33.8 | 4.8 | -5.0 | -11.5 | 1.0
> CCN1CCN(Cc2nc3ccc([N+](=O)[O-])cc3c(=O)n2-c2ccccc2F)CC1
  -5.4 | 90.2 | 2.6 | 1.8 | 9.9 | -11.0 | -9.9 | -4.7 | -5.9 | 1.3 | 7.8
> CCC1(NS(=O)(=O)c2ccc(N)cc2)C(=O)N(C)C(=O)N(C)C1=O
  5.7 | 91.7 | 40.6 | 0.8 | 4.2 | 8.0 | -4.2 | . | 4.2 | 3.5 | -2.1
> C[C@]12CC[C@H](O)CC1=CCC1C2CC[C@@]2(C)C1C[C@@H]1CC(=O)O[C@@H]12 (some centres undefined)
  -6.9 | 90.8 | 44.4 | -1.5 | -8.9 | -7.1 | 8.9 | 30.4 | -7.7 | -1.3 | 1.5
> O=Cc1c(C(=O)O)n(Cc2ccc(Cl)cc2)c2ccccc12
  -5.8 | 107.4 | . | -1.2 | 23.6 | 3.8 | -23.6 | -5.9 | -5.8 | -5.7 | -0.8
> C#CC(CC)(CC)NC(=O)Nc1ccc(OCC)cc1
  -4.0 | 91.1 | -6.4 | -0.5 | -11.9 | 13.4 | 11.9 | 2.9 | -10.9 | -2.6 | -1.9
> O=C1CN=C(c2ccccc2)c2cc([N+](=O)[O-])ccc2N1
  0.2 | 103.6 | 15.5 | -3.4 | -10.0 | 5.1 | 10.0 | . | 9.6 | 6.5 | .
> O=C(c1cccc(N2CCCC2=O)c1)N1CCC2(CC1)OCCO2
  2.3 | 100.1 | -1.2 | -1.8 | -14.3 | -10.0 | 14.3 | . | -10.9 | -0.4 | -4.8
> COc1ccc(N2C(=O)CC(N3CCC(n4c(=O)[nH]c5ccccc54)CC3)C2=O)cc1 (centres undefined)
  -4.4 | 106.0 | -0.3 | 2.2 | -6.9 | 9.8 | 6.9 | 15.1 | -0.8 | 10.8 | -2.0
> CC(=O)c1c(C)n(C2CCCCC2)c2ccc(O)cc12
  -7.9 | 113.8 | -8.1 | 1.5 | -48.2 | -12.2 | 48.2 | -2.0 | -15.3 | 11.9 | -1.8
> CN1CCCC1CCOC(C)(c1ccccc1)c1ccc(Cl)cc1 (centres undefined)
  0.3 | 108.6 | -6.7 | -2.1 | 9.2 | 22.2 | -9.2 | . | 0.2 | -11.4 | .
> COC(=O)Cn1cc(/C=C2\C(=O)NC(=O)N(c3ccc(OC)cc3)C2=O)c2ccccc21
  -13.8 | 144.7 | 8.9 | -0.5 | -6.1 | -8.7 | 6.1 | -3.6 | -6.1 | 2.6 | 13.9
> O=c1[nH]c(=S)n(C2CC2)c(O)c1/C=N/N1CCOCC1
  -0.3 | 105.4 | -0.7 | -0.3 | -9.8 | -3.5 | 9.8 | -14.2 | -3.6 | 3.6 | -0.2
> COC(=O)[C@@]1(Cc2ccc(F)cc2)[C@H]2c3cc(C(=O)N(C)C)[nH]c3C[C@H]2CN1C(=O)c1ccccc1
  -1.0 | 104.3 | 16.1 | -0.9 | -45.4 | -6.4 | 45.4 | -6.2 | 1.0 | -13.9 | .
> Cn1cnc([N+](=O)[O-])c1Sc1ccc([N+](=O)[O-])cc1
  0.2 | 107.4 | 30.1 | 0.8 | 8.9 | -15.6 | -8.9 | 3.7 | -1.6 | -14.2 | 19.6
> O=C(c1ccccc1)C1CCCN(Cc2nc(-c3cnccn3)no2)C1 (centres undefined)
  -2.3 | 93.8 | -13.3 | 0.9 | 6.6 | -12.8 | -6.6 | -16.2 | 7.8 | -2.8 | -0.1
> COc1cccc(N2CCN(Cc3cccc(Cl)c3)CC2)c1
  -2.5 | 98.9 | -4.4 | -0.9 | 17.8 | -2.9 | -17.8 | 10.2 | 1.1 | 4.6 | 6.6
> Cc1ccc(-n2c(O)c(/C=C/C=Nc3ccccc3)c(=O)[nH]c2=O)cc1
  1.8 | . | -24.1 | -0.1 | -15.9 | -0.5 | 15.9 | -24.5 | 11.2 | -2.6 | -1.1
> CC1=CC(=Cc2sc3ccccc3[n+]2C)C=C(C)O1
  -8.9 | 111.4 | -8.9 | 0.0 | 1.0 | -68.9 | -1.0 | . | -15.0 | -2.8 | 5.9
> C=CCOC(=O)COc1cc(C)cc2oc(=O)c3c(c12)CCC3
  -16.0 | . | 0.8 | -2.4 | . | . | . | 6.5 | -2.0 | -3.3 | -0.4
> Cc1cccc(CN2CCCC(C(=O)c3ccc(C(F)(F)F)cc3)C2)n1 (centres undefined)
  -2.0 | 95.3 | -9.2 | -2.3 | 33.1 | -16.1 | -33.1 | 10.9 | 5.6 | -7.7 | -1.3
> CC1=CC(=O)C2=C(C)C[C@H](O)[C@@H]3[C@H](OC(=O)[C@H]3C)[C@@H]12
  -2.5 | . | -7.1 | 0.3 | 22.0 | -4.1 | -22.0 | -28.3 | 13.2 | 0.8 | .
> CCN1CCC(N(C)C2CCCCC2)CC1
  -2.8 | 116.1 | 2.0 | 0.7 | 11.5 | . | -11.5 | -13.9 | -5.5 | 5.5 | 2.2
> O=C(CN1CCCC1)Nc1ccc(Cl)cc1C(=O)c1ccccc1
  -7.0 | 112.5 | -25.7 | -0.7 | 10.3 | -6.0 | -10.3 | 60.0 | 3.9 | -1.4 | 3.9

Bioassay records: PubChem, several laboratories

The list is partial. The share of hits here may be higher or lower than overall.
